K1F lysis inhibition: inhibition of K1F phage lysis, E. coli UTI89, bacterial capsule biogenesis inhibitors, alamar blue (AID 488966); inhibition, % at 100 µM; hits with a dose series show IC50 in µM; hit rate 0.02% among 340,000; E. coli UTI89 K1F phage lysis, alamar blue, 2 h; higher % means a stronger effect;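 active = phage lysis inhibition, versus mean bacterial control, above a set limit; inconclusive = no clear call, values can overlap the other calls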;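 also: capsule biogenesis inhibitors block K1F phage lysis so surviving cells raise fluorescence; higher fluorescence means more inhibition of phage lysis; actives were called in the ten point dose series up to 300 µM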
b-catenin transl: modulators of beta-catenin nuclear translocation, primary screen, imaging, HeLa cells, immunofluorescence, high-content; hit rate 0.3% among 190,000; AID 1665, 2009; nuclear translocation activity, % at 5 µM;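 active = nuclear translocation activity above 50% at 5 µM, with a well cell count of 50 or more; inconclusive = wells under 50 cells across six images, flagged as toxic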;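 also: per-cell ratio of nuclear to cytoplasmic median beta-catenin stain intensity; plate controls were DMSO negative control for no effect and GSK-3 inhibitor IX positive control for full effect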
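System: Human HeLa cells, endogenous beta-catenin | Compound dosing: 5 µM primary, 0.02–20 µM confirmation | Timing: 24 h compound exposure at 37°C, 5% CO2 | Measured by: Fluorescence imaging of beta-catenin antibody stain plus DAPI | Read-out basis: % activation of per-cell nuclear versus cytoplasmic median beta-catenin signal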
MT stabilize HCS: microtubule stabilizers in HeLa cells, primary screen, imaging, high-content imaging. HeLa tubulin immunostaining HCS, 24 h; share of cells brighter than vehicle mean+2SD. % tubulin-high responders, % at 10 µM. hit rate 0.83% among 200,000. AID 2205, 2009;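 active = plate Z-score above 3 for both tubulin-high and condensed-nucleus cell shares, with cell loss under 80%, at 10 µM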;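 also: anti alpha tubulin signal scored within the nucleus-defined area of each cell; some results filed as inactive read as strong as hits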
CSM14.1 death rescue: rescue of cells from ER stress-induced death, primary screen, 384-well, CSM14.1, thapsigargin, ATP luminescence (AID 1222) | CSM14.1 thapsigargin-induced death rescue, ATP luminescence; higher % means a stronger effect | one-dose cellular ATP content (survival), % at 20 µM; EC50 in µM for titrated hits | 190,000 tested, under 10 active;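 active = EC50 below 50 µM in the dose-response confirmation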;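 also: death triggered by thapsigargin at about 15 µM added after 2 h compound pretreatment; cell ATP read after overnight thapsigargin exposure of roughly 18 to 22 hours; normalized against plate controls of thapsigargin alone and 5% DMSO vehicle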
Insulin prom up: insulin promoter activators in MIN6 cells, imaging, high-content screening, mouse beta cells. MIN6 insulin promoter-GFP reporter; stronger effect = higher value. z-score at 5 µM. hit rate 0.3% among 190,000;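 active = z-score above 3 at 5 µM with at least 500 cells counted in the well; inconclusive = wells under 500 cells, flagged as cytotoxic or low count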
Autophagy HCS: autophagy modulators in MEF cells, primary screen, imaging, high-content, MEF GFP-LC3. hit rate 0.98% among 190,000. MEF GFP-LC3 puncta imaging; test concentration mostly 10 µM. calls only at 10 µM (by protocol);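 active = percentage of spot-positive cells more than 3 SD above its plate mean, without a fluorescence outlier flag or 80% toxicity; inconclusive = no clear call, values can overlap the other calls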;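 also: spot-positive cell cutoff set from DMSO-treated cells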
Dynein transport: inhibitors of GR-EGFP nuclear translocation, primary screen, dynein cargo transport inhibitor project, imaging, high-content, 3617.4 mouse cells | test concentration mostly 20 µM; stimulated with dexamethasone, 1 µM; stronger effect = lower value | z-score, hits read low | hit rate 0.47% among 220,000 | AID 1381, 2008;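 active = plate z-score of nuclear minus cytoplasmic receptor signal below a set negative limit, without overly bright fluorescence or cell loss, cut at about -3.5 in these data, passing the limit was not always enough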;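 also: z-score of nuclear minus cytoplasmic ring GR-EGFP intensity difference per well; some compounds called inactive have numbers as strong as hits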
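Buffer or medium – tet-free medium with charcoal-stripped serum · Signal – automated 10x imaging of fixed Hoechst-stained cells · Also added – dexamethasone agonist, 1.0 µM final, for 30 min · Incubation – induction 48 h, compound 1 h, agonist 30 min · Read-out – GR-EGFP nuclear translocation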
M1AAP inhibition: P. falciparum M1AAP inhibitors, biochemical, fluorogenic H-Leu-NHMec substrate, 1536-well (AID 1445); recombinant M1AAP, H-Leu-NHMec fluorogenic kinetic assay; higher % means a stronger effect; hit rate 0.42% among 220,000; inhibition, % at 30 µM; hits with a dose series show IC50 in µM;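 active = primary inhibition above the hit cutoff, then over 50% inhibition at one or more dose response concentrations, cut at about 23% in these data, passing the limit was not always enough; inconclusive = conflicting primary data, or primary hits not chosen for dose response; inactive = low primary inhibition, or under 50% at every dose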;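 also: plate controls were DMSO full reaction for no effect and no enzyme background for full effect; strong numbers were not always called active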
M17LAP inhibition: P. falciparum M17LAP inhibitors, primary screen, biochemical, fluorogenic H-Leu-NHMec substrate, 1536-well (AID 1619). Leucine aminopeptidase (Plasmodium falciparum (isolate 3D7)). recombinant M17LAP, H-Leu-NHMec fluorogenic kinetic assay; higher % means a stronger effect. one-dose inhibition, % at 30 µM; IC50 in µM for titrated hits. hit rate 0.38% among 220,000;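 active = compound inhibiting the enzyme by more than half at any dose during confirmatory dose-response retesting; inconclusive = strong single-dose inhibitors picked by rank but not retested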;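 also: plate controls were full reaction with DMSO carrier for no effect and no enzyme background for full effect; strong numbers were not always called active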
Dynein transport cytoplasmic EGFP: further read-out of Dynein transport, marked with its call; z-score; measured here: cytoplasmic GR-EGFP intensity; stronger effect = higher value
Dynein transport nuclear GR-EGFP: recorded beside Dynein transport, whose call it bears; z-score; measured here: nuclear GR-EGFP intensity;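 lower value marks the stronger effect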
Dynein transport cell count: also measured in Dynein transport; calls as there; z-score; measured here: cell count per field
Insulin prom up cell count: second read-out of Insulin prom up, no call of its own (marks repeat the call); cell count; measured here: cytotoxicity, nuclei count;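 total cells summed across four imaged fields per well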
b-catenin transl cell count 5 µM: recorded beside b-catenin transl, whose call it bears; cell count; measured here: cell count, cytotoxicity flag
MT stabilize HCS Hoechst-high %: second read-out of MT stabilize HCS, no call of its own (marks repeat the call); % Hoechst-high responders; measured here: nuclear condensation Hoechst responders;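 share of cells brighter than vehicle mean plus two SD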
MT stabilize HCS cytotoxicity %: second read-out of MT stabilize HCS, no call of its own (marks repeat the call); toxicity, %; measured here: cytotoxicity by cell density;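 0% = mean cell density of plate MIN control wells and 100% = no cells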
Autophagy HCS cell loss 18 h: recorded beside Autophagy HCS, whose call it bears; toxicity, %; measured here: cell loss, nuclei count;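 cell loss after 18 h compound exposure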
Active calls of the source: *; i = inactive; ? = inconclusive; nt = not tested or not shown; [ ] = another dose, or the depositor's remark. The order is random, and some 2.9% of all compounds hit somewhere here.

smiles	K1F lysis inhibition	b-catenin transl	b-catenin transl cell count 5 µM	MT stabilize HCS	MT stabilize HCS Hoechst-high %	MT stabilize HCS cytotoxicity %	CSM14.1 death rescue	Insulin prom up	Insulin prom up cell count	Autophagy HCS	Autophagy HCS cell loss 18 h	Dynein transport	Dynein transport cytoplasmic EGFP	Dynein transport nuclear GR-EGFP	Dynein transport cell count	M1AAP inhibition	M17LAP inhibition
Cc1ccc(NC(=O)COC(=O)C2CC2)c(Br)c1	3.0%[50 µM]	-2.0	998	3.2	2.0	3.4	-2.8%	0.05	1412	i	30.2	-0.245	-0.0378	0.085	0.593	-1.6%	23.3%
C=CCn1c(=S)[nH]c2ccccc2c1=O	-0.3%	-2.9	512	1.7	2.0	3.4	-3.0%	nt	nt	i	0.0	-0.779	-0.136	-0.305	0.117	4.5%	2.8%
Cn1c(=O)c2c(ncn2CC(=O)N/N=C/C(Cl)=C/c2ccccc2)n(C)c1=O	1.4%[50 µM]	0.5	1027	2.8	3.1	2.1	-1.6%	0.09	1380	i	-8.0	-0.614	-0.315	-0.554	0.693	-2.5%	5.3%
CC(=O)c1ccc(S(=O)(=O)N2CCN(c3ccccc3F)CC2)cc1	0.4%	-2.0	958	2.9	1.7	9.5	-0.1%	-0.25	1585	i	6.8	-0.00419	-0.151	0.256	-0.247	2.0%	-16.6%
CSCC[C@H](NC(=O)CC(C)(C)C)c1nc2ccccc2[nH]1	1.7%	-3.4	1409	2.4	1.8	8.5	0.0%	-0.65	1625	i	0.4	-0.291	-0.161	0.619	0.352	1.0%	-12.9%
COc1ccc(/C=C/C2=NNC(=O)CC2)cc1	0.6%	12.3	716	3.2	2.0	15.1	-1.6%	-0.74	1340	i	17.6	1.03	-0.194	0.41	-0.35	8.6%	26.0%
CC1(C)Cc2c(sc3ncn4nc(-c5ccco5)nc4c23)CO1	1.6%	nt	nt	2.9	1.9	2.2	nt	nt	nt	i	3.0	-0.433	-0.234	-0.177	-0.127	nt	nt
O=C(NCc1ccncc1)C(=O)NCC(c1ccco1)N1CCN(c2ccccc2)CC1 (stereo unspecified)	-0.4%[50 µM]	-1.9	1099	3.1	3.5	7.5	1.7%	-0.9	1274	i	8.8	0.454	-0.137	0.938	-0.148	-1.8%	-3.9%
CCc1ccc(CNC(=O)C(=O)NCC2CCCO2)cc1 (stereo unspecified)	0.5%	0.2	1110	1.3	0.9	7.7	-0.7%	-0.29	1460	i	2.6	0.716	-0.204	0.285	-0.563	3.6%	0.7%
COc1ccc(-c2cc(C(=O)Nc3cccc(C(C)=O)c3)no2)cc1	0.1%	nt	nt	1.5	1.9	6.3	-1.2%	0.03	916	i	-1.5	-0.291	0.571	0.404	0.522	8.6%	-13.1%
CCC(Sc1nc2ccsc2c(=O)n1-c1ccc(Cl)c(C)c1)C(=O)NCc1ccco1 (stereo unspecified)	0.5%	-4.2	524	4.8	2.0	3.3	0.2%	-0.45	1167	i	17.0	2.09	-0.22	0.904	-1.1	7.1%	-3.6%
COc1cccc(-n2c(SCC(=O)Nc3cc(C)on3)nc3ccccc3c2=O)c1	0.2%	1.3	1139	2.5	1.1	3.8	3.0%	0.13	1334	i	1.9	1.72	-0.222	0.61	-0.718	5.3%	-13.8%
Cc1ccc(N2C(=O)c3cccc4c(N5CCN(C)CC5)ccc(c34)C2=O)c2cccnc12	nt	0.0	1025	10.5	15.9	45.1	1.9%	nt	nt	i	-4.0	-0.0384	0.522	0.391	0.342	3.3%	-11.1%
COc1ccc(-n2nnc3c(SCC(=O)c4ccccc4)ncnc32)cc1	0.2%	-2.1	951	5.0	2.7	6.3	1.4%	-0.88	1464	i	15.0	-0.102	-0.234	0.41	-0.551	-2.4%	1.6%
Cc1cn(C(=O)c2cccc(Br)c2)c(C)n1	1.0%	-2.4	870	4.1	2.5	17.2	-1.4%	1.4	1259	i	37.7	0.583	0.154	0.901	-0.394	4.8%	-0.5%
O=C(CSc1nc2ccsc2c(=O)n1-c1ccccc1)N1CCCC1	-0.7%	0.4	1097	6.7	3.9	2.8	-1.6%	0.05	1919	i	1.5	0.151	-0.0462	0.12	0.552	-3.7%	1.9%
CCOc1cccc(C2c3c(oc4cc(C)c(C)cc4c3=O)C(=O)N2CCCN(C)C)c1 (stereo unspecified)	nt	nt	nt	2.5	2.2	5.2	-1.2%	?	nt	i	2.2	1.04	-0.0482	0.993	-0.712	1.8%	-6.1%
Cc1ccc(Nc2nc(N)nc(CSc3nc(C)cc(C)n3)n2)cc1	0.4%	4.2	1139	2.0	1.1	8.9	-0.5%	-0.67	1195	i	-8.2	2.21	0.646	1.43	-1.39	-2.4%	-1.1%
Cc1ccc(NC(=O)CCC(=O)OCC(=O)c2ccc(-c3ccccc3)cc2)cc1	-2.4%	-3.0	1185	1.8	1.7	4.4	1.1%	nt	nt	i	-0.9	-0.0316	0.00513	0.0187	-0.0785	-0.2%	5.0%
CCOC(=O)CC(NC(=O)c1ccc(C)cc1)c1ccc(C)cc1 (stereo unspecified)	0.1%	1.3	1352	1.8	2.1	2.6	-1.6%	-0.46	1741	i	6.6	0.079	-0.184	0.374	-0.854	-0.3%	0.7%
COc1ccc(CNC(=O)C2CC=CCC2C(=O)O)cc1OC (stereo unspecified)	0.4%	nt	nt	5.8	2.7	0.4	-1.6%	-0.56	1202	i	-5.1	-0.572	-0.252	-0.932	0.722	2.2%	-4.1%
COC(=O)CSc1nc2ccccc2n1CC(=O)N(C(C)C)C(C)C	-1.3%	0.9	1167	3.6	2.3	8.1	2.9%	-0.27	1289	i	2.5	-0.761	-0.172	0.0504	-0.281	4.7%	2.2%
COC(=O)CSc1nc2ccccc2nc1SCC(=O)OC	1.9%[50 µM]	-0.4	1418	4.2	4.1	6.7	-1.3%	1.24	1521	i	3.7	0.565	-0.341	0.371	-0.0123	0.3%	9.7%
COc1ccc(CCNC(=O)c2ccc(CNc3c(N4CCOCC4)c(=O)c3=O)cc2)cc1OC	0.3%	-0.8	1089	5.4	4.0	4.6	-3.5%	0.17	1851	i	-19.0	-0.382	-0.334	-0.0839	0.1	3.1%	2.8%
COC(=O)c1ccc(NC(=O)CSCC(=O)OCC(=O)c2ccc(Br)cc2)cc1	0.2%	-7.3	1233	1.9	1.6	4.1	1.3%	0.42	923	i	-3.3	1.97	0.288	1.69	-2.14	-1.5%	12.0%
O=C(O)/C=C/c1cccc(NC(=O)c2ccccc2)c1	0.2%	-1.1	1351	nt	nt	nt	nt	0.17	902	nt	nt	0.97	-0.289	0.359	1.06	-4.3%	-7.6%
COc1ccccc1N1CCN(Cc2nc(N)nc(Nc3ccccc3)n2)CC1	-0.4%	-3.8	1032	3.8	2.3	12.3	-0.9%	-3.17	1055	i	4.4	-0.801	-0.223	-0.25	0.533	3.1%	17.5%
c1ccc(-n2ncc3c(N4CCCCC4)ncnc32)cc1	-0.1%	-0.4	1237	3.1	3.1	2.2	-3.8%	1.87	965	i	-2.6	2.34	0.0131	1.6	-1.48	-4.3%	2.2%
NS(=O)(=O)c1ccc(CCNC(=O)COC(=O)CCc2ccccc2)cc1	0.0%	-4.7	1089	5.5	1.7	2.9	-0.1%	-0.7	1355	i	7.1	0.808	-0.166	0.682	-0.494	-2.0%	-0.8%
CCN(CC)S(=O)(=O)c1ccc2c(c1)c(=O)c(C(=O)N1CCN(c3ccccc3)CC1)cn2C	0.1%	-2.8	1157	3.8	1.9	5.2	0.1%	nt	nt	i	-0.3	-0.861	0.143	0.0836	0.256	-1.9%	22.6%
CCCCOC(=O)c1sc2nc(C)cc(C)c2c1N	nt	-1.7	1284	nt	nt	nt	nt	-1.36	1446	nt	nt	-0.739	-0.19	-0.547	0.802	-1.9%	-18.6%
Cc1cc(C)nc(N2CCC(C(=O)NNC(=O)Cc3ccccc3)CC2)n1	-0.1%	-0.5	1346	nt	nt	nt	nt	0.07	1156	nt	nt	0.249	-0.265	0.722	-0.436	3.4%	-1.8%
CCOCCCNS(=O)(=O)c1ccc2c(c1)oc(=O)n2CC(=O)OCC	0.1%	-0.2	1044	5.0	2.4	5.1	-3.6%	0.42	1905	i	-5.1	-0.684	-0.141	-0.451	0.502	-1.8%	-14.3%
CCC(=O)N1CCC(C(N)=O)(N2CCCCC2)CC1	0.7%	nt	nt	1.2	3.1	7.2	-0.9%	-0.34	1224	i	-5.4	1.15	-0.267	0.254	0.0175	-4.9%	-5.7%

Screens (PubChem BioAssay)
